Screening results deposited in PubChem by Southern Research Specialized Biocontainment Screening Center.
Salmonella PhoP GFP: PhoP regulon inhibitors, Salmonella typhi PhoP promoter GFP reporter, confirmatory (AID 1850); Salmonella Typhi PhoP-promoter GFP reporter, fluorescence, 4 h; higher % means a stronger effect; one-dose inhibition, % at 50 µM; IC50 in µM for titrated hits; actives 0.33% (n = 310,000); in the data active = a potency from the dose series; inconclusive = inhibition mostly from about 25% at the one dose, without a potency; inactive = the rest, 99 in 100 with inhibition below about 19%;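 also: 0% = induced wells with vehicle and 100% = uninduced wells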
VEEV TC-83 Vero: inhibitors of VEEV TC-83 cytopathic effect, confirmation, Vero cells (AID 588727); Vero cells, VEEV TC-83 cytopathic effect inhibition; higher % means a stronger effect; inhibition, % at 20 µM, or IC50 in µM where a hit was titrated; actives 0.13% (n = 350,000); in the data active = a potency from the dose series; inconclusive = inhibition mostly from about 14% at the one dose, without a potency; inactive = the rest, 99 in 100 with inhibition below about 12%; also: strong numbers were not always called active
tuberculosis growth: growth inhibition of non-replicating M. tuberculosis (AID 488890); Mycobacterium tuberculosis non-replicating, growth inhibition; higher % means a stronger effect; inhibition, % at 25 µM, or IC50 in µM where a hit was titrated; actives 0.39% (n = 320,000); in the data active = a potency from the dose series; inconclusive = inhibition mostly from about 82% at the one dose, without a potency; inactive = the rest, 99 in 100 with inhibition below about 76%;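 also: plate controls were DMSO cells for no effect and high antibiotic wells for full effect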
influenza NS1A: H1N1 influenza NS1A inhibitors, functional cell based assay (AID 504329) | NS1A functional cell-based assay, percent inhibition; higher % means a stronger effect | inhibition, % at 12.5 µM, or IC50 in µM where a hit was titrated | actives 0.3% (n = 340,000); in the data active = a potency from the dose series; inconclusive = inhibition above about 27% without an active follow-up result; also: strong numbers were not always called active
H37Rv inhibition: M. tuberculosis growth inhibition, HTS (AID 449762) | inhibition, % at 25 µM, or IC50 in µM where a hit was titrated | M. tuberculosis H37Rv growth inhibition, 7H9 media; higher % means a stronger effect | actives 0.59% (n = 330,000); in the data active = a potency from the dose series; inconclusive = inhibition above about 70% without an active follow-up result;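 also: bacterial growth assessed after seven days of incubation; strong numbers were not always called active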
VEEV TC-83 Vero 10K pilot screen: second read-out of VEEV TC-83 Vero, no call of its own (marks repeat the call); inhibition, %; measured here: 10K pilot screen inhibition
An asterisk follows results filed as active; i = inactive; ? = inconclusive; nt = not tested or not shown; & = joins results of further samples.

SMILES	Salmonella PhoP GFP	VEEV TC-83 Vero	tuberculosis growth	influenza NS1A	H37Rv inhibition	others
O=C1C=C(c2ccc(Cl)nc2)C[C@@H](c2ccc3c(c2)OCO3)C1	nt	2.1%	-12%	1%	13%
COc1ccc(C)cc1NC(=O)COC(=O)c1c(C)nn(-c2ccccc2)c1C	nt	9.5%	53%	3%	35%
CCOC(=O)CN1C(=O)N[C@H](c2ccc(Br)cc2)C(C(C)=O)=C1C	2%	0.7%	57%	-14%	7%
CCOC(=O)N1CCN(C(=O)C2CCC(=O)N(CCCc3ccccc3)C2)CC1 (stereo not drawn)	-2%	1.4%	-8%	-6%	-5%
CCc1ccccc1NC(=O)COc1ccc2oc(-c3ccc(OC)cc3)cc(=O)c2c1	8%	i	42%	22%	11%
CC(C)c1ccc(C(CC(=O)O)NC(=O)c2cccs2)cc1 (stereo not drawn)	-8%	2.6%	5%	4%	3%
CCOCCCNC(=O)C(c1ccccc1)N(Cc1cccs1)C(=O)CNC(C)=O (stereo not drawn)	6%	i	-14%	-5%	0%
O=C(CC1CCS(=O)(=O)C1)Nc1ccc[nH]c1=O (stereo not drawn)	2%	2.8%	4%	3%	5%
CC(=O)Oc1ccc(N2C(=O)c3cccc4c([N+](=O)[O-])ccc(c34)C2=O)cc1	-31%	?	0.37µM*	-3%	?
O=C(Nc1cccc(C2OCCCO2)c1)c1cccs1	-2%	0.8%	-2%	23%	2%
O=C(c1noc2c1CCCC2)N1CCOCC1	-2%	i	0%	-4%	2%
COc1c(C(C)C)oc2cc3oc(=O)ccc3cc12	-12%	1.8%	2%	-3%	8%
Brc1ccc2[nH]c3nc(SCCN4CCOCC4)nnc3c2c1	-2%&11%	0.9%&0.7%	-11%&5%	-3%&2%	-3%&-2%
COc1ccc(C(C[N+](=O)[O-])c2c(-c3ccccc3)cc3ccccn23)c(OC)c1 (stereo not drawn)	-3%	6.3%	62%	4%	15µM*
CCCCNC(=O)C1CCC(CNc2c(N3CCC(C)CC3)c(=O)c2=O)CC1 (stereo not drawn)	4%	2.2%	6%	15%	-6%
CC(C)=CCC(C)(C)C1OCCN1C(=O)Nc1ccccc1 (stereo not drawn)	14%	i	-1%	-10%	2%
CCOc1cc(-c2cc(N)n[nH]2)cc(OCC)c1OCC	-4%	0.8%	-7%	4%	-8%
CC(C)N(Cc1nccn1C)C(=O)CC1C(=O)NCCN1Cc1ccc(F)c(F)c1 (stereo not drawn)	-1%	1.4%	23%	18%	7%
CN/N=C(\Cc1nc2ccccc2[nH]1)c1ccc([N+](=O)[O-])cc1	nt	9.0%	nt	3%	nt
COc1ccc(NC(=O)CCC(=O)OCC(=O)c2ccc(Oc3ccc([N+](=O)[O-])cc3)cc2)cc1	-10%	0.1%	50%	-11%	-4%
COc1ccc(OC)c(CNC(=O)CCSCc2ccc(F)cc2Cl)c1	3%	1.4%	-5%	-15%	-2%
CC/C(=N\NC(=O)Nc1nonc1N)c1ccc(OC)c(OC)c1	-2%	1.3%	17%	-6%	3%
O=C(Nc1ccc(Br)cc1)c1cccn1-c1ncc(C(F)(F)F)cc1Cl	-12%	i	18%	-1%	4%
COC(=O)c1cccc(NC(=O)CSc2nnc(C)n2Cc2ccccc2)c1	5%	2.9%	3%	nt	0%
CCCNCc1nnc(-c2ccccc2Cl)o1	-7%	1.6%	60%	-8%	-2%	VEEV TC-83 Vero 10K pilot screen=0.2
Further records.
SMILES	Salmonella PhoP GFP	VEEV TC-83 Vero	tuberculosis growth	influenza NS1A	H37Rv inhibition	others
COc1cccc(N2CC(NC(=O)c3cccc4ccccc34)CC2=O)c1 (stereo not drawn)	1%	7.4%	-11%	-7%	10%
CCN(CC)S(=O)(=O)c1ccc(NS(=O)(=O)c2ccc(O)c([N+](=O)[O-])c2)cc1	-3%	0.6%	7%	2%	-1%
Cc1cc(C)n2nc(C(=O)OCC(=O)Nc3ccc(C)c(F)c3)nc2n1	nt	3.1%	-3%	3%	-3%
C/C(=N\NC(=O)c1cc(C)nc2ccccc12)c1cccc(Cl)c1	3%	1.8%	-1%	-2%	-7%
CCOc1ccc(-c2cccc(NS(=O)(=O)c3ccccc3[N+](=O)[O-])c2)nn1	-8%	4.5%	5%	-6%	5%
O=c1[nH]c(C(F)(F)F)nc2c1nnn2Cc1ccccc1F	-22%	2.7%	41%	-5%	14%
CCN1CCN(CC(=O)c2c[nH]c3ccccc23)CC1	-4%	0.7%	20%	-10%	2%
COc1ccc([N+](=O)[O-])cc1Nc1c2ccccc2nc2ccccc12	-8%	11%	22%	3%	5%
COC(=O)c1sc(NC(=O)c2c(C)noc2C)nc1C	-9%	3.8%	-4%	24%	-27%
COc1ccc(NC(=O)COC(=O)CN2C(=O)c3ccccc3C2=O)cc1	nt	2.5%	nt	-11%	nt
CC(=O)Nc1ccc(S(=O)(=O)Nc2cc(C)ccn2)cc1	8%	0.3%	-5%	-15%	-6%
Cc1ccc(C)c(-c2nc3cc(N)ccc3o2)c1	-5%	4.8%	35%	-17%	?
C=CCC[C@H](Cc1ccc(F)cc1)C(=O)OC[C@@H](NC(=O)[C@H](CC=C)CC(=O)NCCO)C(C)(C)C	nt	0.7%	19%	7%	3%
CC(C)(C)c1nc(N2CCN(C(=O)c3ccco3)CC2)c2nnn(Cc3ccccc3Cl)c2n1	-3%	i	8%	2%	?
O=[N+]([O-])c1ccc(CN2CCSCC2)cc1	25%	0.7%	2%	0%	-7%
N#Cc1cnn2c1nc(N1CCCCC1)c1ccccc12	4%	i	-6%	-8%	8%
O=C(NCCc1cccc(F)c1)C1CCC(=O)N(CCCc2ccccc2)C1 (stereo not drawn)	-7%	2.1%	-6%	23%	0%
CN(CC(=O)Nc1ccc(F)c(F)c1F)C(=O)c1ccc2c(c1)S(=O)(=O)N=C1CCCCCN12	-12%	i	-1%	0%	1%
CCN(CC)C(=O)CSc1ncnc2sc(C)c(C)c12	3%	i	11%	-5%	-1%
CSc1nc(C)cc(Oc2ccccc2)n1	13%	i	2%	-4%	-2%
CCC(=O)NCCc1nc2cc(NC(=O)c3ccco3)ccc2n1C	-5%	i	-12%	7%	-3%
Cc1ccc(S(=O)(=O)N2CCC(C(=O)N3CCC[C@H]3C(=O)NCC(C)C)CC2)cc1	12%	1.1%	1%	-1%	4%
CC(C)/C(C=O)=C(/NC1CCCCC1)c1ccccc1	6%	75%	13%	-18%	6%
CCN(CC)S(=O)(=O)c1cccc(C(=O)NC(Cc2c[nH]c3ccccc23)c2nnc3n2CCC3)c1 (stereo not drawn)	-5%	0.7%	11%	1%	7%	VEEV TC-83 Vero 10K pilot screen=1.0
CC(=O)Oc1ccc(N2C(=O)CC(N3CCOCC3)C2=O)cc1 (stereo not drawn)	-4%	0.3%	-17%	-7%	-3%

Of the compounds above, 7 contain an NH in an aromatic ring.
SMILES	Salmonella PhoP GFP	VEEV TC-83 Vero	tuberculosis growth	influenza NS1A	H37Rv inhibition	others
O=C(CC1CCS(=O)(=O)C1)Nc1ccc[nH]c1=O (stereo not drawn)	2%	2.8%	4%	3%	5%
Brc1ccc2[nH]c3nc(SCCN4CCOCC4)nnc3c2c1	-2%&11%	0.9%&0.7%	-11%&5%	-3%&2%	-3%&-2%
CCOc1cc(-c2cc(N)n[nH]2)cc(OCC)c1OCC	-4%	0.8%	-7%	4%	-8%
CN/N=C(\Cc1nc2ccccc2[nH]1)c1ccc([N+](=O)[O-])cc1	nt	9.0%	nt	3%	nt
O=c1[nH]c(C(F)(F)F)nc2c1nnn2Cc1ccccc1F	-22%	2.7%	41%	-5%	14%
CCN1CCN(CC(=O)c2c[nH]c3ccccc23)CC1	-4%	0.7%	20%	-10%	2%
CCN(CC)S(=O)(=O)c1cccc(C(=O)NC(Cc2c[nH]c3ccccc23)c2nnc3n2CCC3)c1 (stereo not drawn)	-5%	0.7%	11%	1%	7%	VEEV TC-83 Vero 10K pilot screen=1.0

Carrying on.
SMILES	Salmonella PhoP GFP	VEEV TC-83 Vero	tuberculosis growth	influenza NS1A	H37Rv inhibition	others
O=C(CCl)N(Cc1cccc([N+](=O)[O-])c1)c1cccc(Cl)c1	nt	9.3%	nt	5%	nt
CC(=O)Nc1nc2ccc(Br)cc2s1	3%	6.1%	30%	-12%	-5%
COc1ccc2oc(C(=O)OCC(=O)NC3CCCCC3)c(C)c2c1	6%	2.2%	15%	2%	1%
CCOC(=O)C1=C(COC(=O)c2nc(Cl)ccc2Cl)NC(=O)NC1C (stereo not drawn)	nt	2.4%	nt	2%	nt
Cc1ccc(C2(c3ccccc3)NC(=O)N(CC(=O)NCc3ccccc3)C2=O)cc1C (stereo not drawn)	nt	5.5%	14%	-5%	3%
O=S(=O)(NCC1CCCO1)c1ccc(S(=O)(=O)N(Cc2ccc(F)cc2)Cc2ccccn2)cc1 (stereo not drawn)	-3%	2.1%	-7%	-5%	4%
Cn1c(=O)c(C(=O)CN2CC(=O)Nc3ccccc32)c(N)n(Cc2ccccc2)c1=O	3%	0.8%	3%	8%	-5%
O=P(O)(C(O)c1ccccc1)C(O)c1ccccc1 (stereo not drawn)	-18%	0.2%	-9%	-3%	2%
CC(C)CN(C(=O)COc1cccc(-n2cnnn2)c1)C1CCS(=O)(=O)C1 (stereo not drawn)	-5%	i	-7%	16%	-11%
Brc1ccc(OCCOc2cccc3cccnc23)cc1	6%	i	10%	-7%	-2%
COC(=O)CC1C(=O)NCCN1C(=O)CSc1nnc(Nc2ccc(C)cc2)s1 (stereo not drawn)	-10%	2.5%	nt	4%	-8%
Cc1ccccc1NC(=O)Cn1c(=O)n(Cc2ccccc2)c(=O)c2c(C)c(C)sc21	1%	0.9%	-21%	-8%	-1%
COc1ccc(-n2c(Cc3cccn3C)nnc2SCC(=O)NC2CCCCC2)cc1	6%	0.9%	-15%	4%	-7%
CCOc1cc(/C=N/NC(N)=O)cc(Br)c1OCc1ccccc1F	-12%	4.0%	1%	14%	10%	VEEV TC-83 Vero 10K pilot screen=5.9
COc1cc(CN2CCC(N3CCC(C(=O)N4CCCC4)CC3)CC2)cc2c1OCO2	8%	i	-4%	3%	-5%
CCOc1ccc(CC(=O)Nc2sc(Cc3ccccc3)cc2C(N)=O)cc1OCC	3%	3.4%	10%	-19%	-6%
O=Cc1cn(CC(=O)N2CCCc3ccccc32)c2ccccc12	9%	i	20%	-1%	-3%
COc1ccc(-c2c(C)cc3oc(=O)cc(-c4ccccc4)c3c2C)cc1F	nt	i	nt	3%	nt
CCOC(=O)C1Sc2ccccc2NC1=O (stereo not drawn)	0%	0.5%	5%	6%	1%
CC(C)CC(=O)N1CCN(S(C)(=O)=O)CC1	-17%	0.9%	2%	2%	-4%
COc1ccccc1/C=N/NC(=O)c1nnn(-c2nonc2N)c1CN(C)c1ccccc1	4%	2.2%	9%	0%	5%
O=C1OCCC1Sc1nc2ccccc2s1 (stereo not drawn)	0%	0.6%	8%	7%	5%
CCC(=O)NC(Nc1c(C)n(C)n(-c2ccccc2)c1=O)C(Cl)(Cl)Cl (stereo not drawn)	-3%	0.1%	-7%	-5%	3%
O=C(NCC1CCCO1)c1cc2c([nH]c3ccccc32)c(-c2cccc(Cl)c2)n1 (stereo not drawn)	-2%	?	33%	4%	12%
COc1ccc(-c2ccc(NC(=O)c3ccc(Br)o3)cc2)nn1	9%	i	1%	-2%	-5%
The results go on.
SMILES	Salmonella PhoP GFP	VEEV TC-83 Vero	tuberculosis growth	influenza NS1A	H37Rv inhibition	others
O=C1N=C(N2CCCCC2)S/C1=C\c1ccc(Br)cc1	4%	1.2%	66%	2%	59%
CC(NS(=O)(=O)c1ccccc1)C(=O)Nc1ccc(S(N)(=O)=O)cc1 (stereo not drawn)	8%	i	0%	-22%	-4%
COC(=O)c1c(C)[nH]c(C(=O)CC#N)c1C	-14%	1.2%	-3%	-7%	6%
Cc1ccc(NC(=O)Cn2nc(-c3ccccc3)nc2-c2ccccc2)c(C)c1	-4%	2.1%	-22%	-16%	3%
CC(C)NC(=O)C(C)N1CCN(S(=O)(=O)c2ccc3ccccc3c2)CC1 (stereo not drawn)	-11%	2.5%	0%	-1%	4%
CC(C(=O)N1CCCC1)N1CCN(S(=O)(=O)c2ccc(OC(F)(F)F)cc2)CC1 (stereo not drawn)	nt	i	-11%	-16%	-1%
Cc1ccccc1-c1noc(-c2ccccc2C(=O)NCC2CCCO2)n1 (stereo not drawn)	6%	0.1%	0%	4%	-1%
Cc1cccc(OCCNC(=O)CSc2ccc(C(F)(F)F)cc2[N+](=O)[O-])c1	0%	2.1%	-4%	-4%	5%
Cc1cc(C)c2nc(-c3ccccn3)cc(C(=O)Nc3ccc(S(=O)(=O)Nc4onc(C)c4C)cc3)c2c1	10%	2.7%	21%	nt	15%
